AMA1 RON2 block = qHTS for Inhibitors of AMA1-RON; Towards Development of Antimalarial Drug Lead: Primary Screen. 0.2% of 360,000 active. AlphaScreen AMA1-biotinylated RON2 peptide binding. Potency, µM (doses to about 58.2 µM), for inactives: at the highest dose activity change, negative = inhibition, hits mostly inhibitors;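 note: potency is the fitted concentration of half-maximal effect; 0% = vehicle wells and -100% = peptide control; nearly all actives have a fitted effect of over 45% in size; some results filed as inactive show a strong effect at the top dose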
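AMA1 (3D7) with his tag at 25 nM final met compounds first, then biotinylated RON2 peptide at 25 nM; detection used donor plus acceptor beads, 10 µg/mL apiece, read by AlphaScreen after 30 min at room temperature.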
LmPK inh = qHTS Assay for Inhibitors of Leishmania Mexicana Pyruvate Kinase (LmPK) | 0.37% of 290,000 active | AID 1721, 2009 | Potency, µM (series often up to 57.5 µM), without a hit: top-dose activity change, negative = inhibition, usual class: inhibitors | purified LmPK, Kinase-Glo ATP luminescence, 1 h; note: potency is the fitted concentration of half-maximal effect
Target sequence (Q27686 whole entry, looked up): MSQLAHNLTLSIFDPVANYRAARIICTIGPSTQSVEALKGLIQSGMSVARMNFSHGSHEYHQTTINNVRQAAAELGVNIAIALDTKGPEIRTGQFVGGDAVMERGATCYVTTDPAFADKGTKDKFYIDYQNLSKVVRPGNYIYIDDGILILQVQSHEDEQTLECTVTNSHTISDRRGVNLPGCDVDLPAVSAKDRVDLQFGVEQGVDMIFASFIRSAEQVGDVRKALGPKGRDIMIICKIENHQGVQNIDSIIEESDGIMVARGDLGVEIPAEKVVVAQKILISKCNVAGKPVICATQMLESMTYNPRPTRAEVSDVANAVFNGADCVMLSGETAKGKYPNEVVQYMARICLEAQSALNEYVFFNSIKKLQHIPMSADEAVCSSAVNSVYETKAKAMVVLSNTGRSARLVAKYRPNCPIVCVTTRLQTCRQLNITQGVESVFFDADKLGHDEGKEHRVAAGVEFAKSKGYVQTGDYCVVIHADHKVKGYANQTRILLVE
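Screened at intermediate enzyme activity to detect both inhibitors and activators: LmPK at 0.1 nM, with a 0.5 nM enzyme column as activation reference. PEP 0.5 mM, ADP 0.1 mM; ATP detected by luminescence after 1 h.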
AmpC inh no detg = qHTS Inhibitors of AmpC Beta-Lactamase (assay without detergent); P00811; AmpC nitrocefin hydrolysis, absorbance 480 nm, 0.0001% Triton; Potency, µM (titrated, usually from 57.1 µM), inactives show top-dose activity change, negative = inhibition, hits mostly inhibitors; 0.52% of 330,000 active; AID 485341, 2010;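 note: potency is the fitted concentration of half-maximal effect; plate controls were no compound for no effect and no enzyme for full effect; nearly all actives have a fitted effect of over 20% in size; some results filed as inactive show a strong effect at the top dose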
Target sequence (P00811 whole entry, looked up): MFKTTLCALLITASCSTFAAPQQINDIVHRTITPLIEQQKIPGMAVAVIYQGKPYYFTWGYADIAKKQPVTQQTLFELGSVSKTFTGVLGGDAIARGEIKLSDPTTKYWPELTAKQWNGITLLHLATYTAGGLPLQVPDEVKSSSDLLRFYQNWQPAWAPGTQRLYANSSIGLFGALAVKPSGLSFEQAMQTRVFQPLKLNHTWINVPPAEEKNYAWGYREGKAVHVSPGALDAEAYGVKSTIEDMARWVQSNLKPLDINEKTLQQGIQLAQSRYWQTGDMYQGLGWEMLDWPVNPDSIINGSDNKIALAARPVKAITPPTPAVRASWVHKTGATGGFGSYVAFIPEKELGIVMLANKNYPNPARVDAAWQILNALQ
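20 mM phosphate pH 7.0 + 0.01% (detergent screen) or 0.0001% Triton X-100; 5.3 nM AmpC reagent; cpd preinc 15 min RT; nitrocefin (800 uM stock) to start; A480 q20 s × 4 min; Activity was normalised to no-enzyme and no-compound control wells.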
AmpC detergent = qHTS Inhibitors of AmpC Beta-Lactamase (assay with detergent) | AmpC hydrolysis of nitrocefin, absorbance 480 nm, 0.01% Triton | P00811 | Potency, µM (series often up to 114 µM), inactives show at the highest dose activity change, negative = inhibition, usual class: inhibitors | AID 485294, 2010 | 0.041% of 370,000 active;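 note: potency is the fitted concentration of half-maximal effect; 0% = no-compound wells and -100% = no-enzyme wells; nearly all actives have a fitted effect of over 25% in size; some results filed as inactive show a strong effect at the top dose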
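AmpC (5.3 nM in the dispensed reagent) in 20 mM phosphate pH 7.0 with 0.01% (detergent screen) or 0.0001% Triton X-100 was preincubated with compounds for 15 min at room temperature. Nitrocefin was then added from an 800 uM solution, and hydrolysis was followed at 480 nm.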
Tb PYK inh = qHTS of Trypanosoma Brucei Inhibitors | TbPYK enzyme, Kinase-Glo Plus ATP luminescence, 45 min | Potency, µM (top dose mostly 76.8 µM), without a hit: at the top dose activity, negative = inhibition, usual class: inhibitors | 0.12% of 410,000 active | pyruvate kinase (Trypanosoma brucei), Q57TT1; note: potency is the fitted concentration of half-maximal effect; nearly all actives have a fitted effect of over 50% in size
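Assay buffer: 50 mM TEA pH 7.2, 100 mM KCl, 10 mM MgCl2, 0.05% BSA, 0.01% Tween-20. Pyruvate kinase from T. brucei plus substrate met compound, then ADP (130 uM final). Luminescence was read post 45 min RT.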
HCMV inh = qHTS Assay for inhibitors of the human cytomegalovirus (HCMV); HFF cells, HCMV-luciferase reporter, 72 h; active compounds read low; activity change, negative = inhibition, % at 57.5 µM; 4.5% of 410,000 active; AID 1259415, 2018; in the data active = activity change below about -60%; inconclusive = no clear call, values can overlap the other calls; inactive = above about -39%
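Human foreskin fibroblasts infected with luciferase-reporter HCMV at MOI 1 PFU/cell, compounds at two doses. Luciferase measured 72 h post infection; normalized to buffer-only basal and Salinomycin (10uM) controls.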
HCV inhibitor = qHTS Assay for Inhibitors of Hepatitis C Virus (HCV); Huh7.5.1 HCVcc-Cre infection, luciferase reporter, 44 h; Potency, µM (titrated, usually from 41.8 µM), without a hit: at the highest dose activity change, negative = inhibition, hits mostly inhibitors; 3.4% of 340,000 active; note: potency is the fitted concentration of half-maximal effect
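After 44 h co-culture of compound, cells and HCVcc-Cre (~0.5 moi), substrate is added for 15 min at room temperature and luciferase measured over 15 sec. Cells were seeded at 1,000/well and pre-cultured 4 h.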
Numbers without * were called inactive; ? = inconclusive; / = no result given; & = joins results of further samples; [ ] = dose if it differs, or a comment. Unless noted, calls come from the whole dose curve; as a rule, active = well fitted curve in the direction sought with a large enough effect; inconclusive = small, poorly fitted or top-dose-only effect, or another doubt; inactive = no such curve, though single readings can be large; an effect the other way counts as inactive or inconclusive. Unless noted, % is set by controls: 0 for no effect and ±100 for the full control effect. Compounds as they come; about 7.5% have a hit in one of these screens.

A first look, three compounds:
Compound,AmpC detergent,HCV inhibitor,LmPK inh,AmpC inh no detg,AMA1 RON2 block,Tb PYK inh,HCMV inh
Cc1ccc(CNC(=O)c2ccccc2CCc2ccccc2)cc1,-10%,-30%,-2%,-38%,17%,-2%,-24
Cc1cc2[nH]c(=O)c(=O)[nH]c2cc1S(=O)(=O)N1CCN(c2ccccc2F)CC1,7%&-5%,6%,-1%,-19%,5%,-3%&-3%,1&1
CC1CCC(NC(=O)CN2C(=O)NC(C)(C)C2=O)CC1 (stereo unspecified),-14%,18%,/,-1%,4%,-2%,-23

Main list, previewed entries included:
Compound,AmpC detergent,HCV inhibitor,LmPK inh,AmpC inh no detg,AMA1 RON2 block,Tb PYK inh,HCMV inh
Cc1ccc(CNC(=O)c2ccccc2CCc2ccccc2)cc1,-10%,-30%,-2%,-38%,17%,-2%,-24
Cc1cc2[nH]c(=O)c(=O)[nH]c2cc1S(=O)(=O)N1CCN(c2ccccc2F)CC1,7%&-5%,6%,-1%,-19%,5%,-3%&-3%,1&1
CC1CCC(NC(=O)CN2C(=O)NC(C)(C)C2=O)CC1 (stereo unspecified),-14%,18%,/,-1%,4%,-2%,-23
COc1cc(C(=O)NNC(=O)c2ccc(F)cc2)ccc1OCC(=O)N1CCOCC1,-4%,1%,/,-26%,18%,-8%,-16
CSc1nc2ccc(NC(=O)c3ccc(Cl)s3)cc2s1,4%,2%,0%,-24%,-4%,-5%,-30
CCOC(=O)c1c(C)[nH]c(C)c1S(=O)(=O)NCc1ccccc1C,2%,17%,0%,-17%,1%,-3%,38
CCCCN(C(=O)c1cc(Cl)nc2ccccc12)c1c(N)n(CCCC)c(=O)[nH]c1=O,0%,-2%,/,-15%,1%,4%,-18
COc1ccccc1N1CCN(C(=O)c2cc3c(=O)oc4ccc(C)cc4c3s2)CC1,-2%,/,/,/,/,-10%,1
CCCCCCN1C[C@H](n2cc(-c3ccc(F)cc3)nn2)[C@@H](O)C[C@@H]1c1ccc(Cl)cc1,/,/,/,/,-14%,4%,-102*
Cc1cc(OCc2nn[nH]n2)c2c(C)c(CC(=O)O)c(=O)oc2c1,-11%,16%,-2%,-12%,36%[activator],0%,20
Cc1cc(OC(C)C(=O)NCc2ccncc2)c2c(C)cc(=O)oc2c1 (stereo unspecified),2%,-6%,-1%,6%,14%,0%,-5
CN1CCN(C(=O)C2=C[C@@H](c3ccccc3)C[C@@H](OCc3ccc(CO)cc3)O2)CC1,8%,1%[8.37 µM],6%,55%,-9%,-14%,-8
COc1ccc(CCn2c(-c3ccc(F)cc3)nc3c(c(=O)c4ccccc4n3C)c2=O)cc1OC,4%,3%,4%,-22%,-20%,-12%,-16
COc1ccc(OCC(=O)Nc2ccc(S(=O)(=O)N3CCCCC3)cc2)cc1,-13%,-3%,2%,-34%,-20%,-7%,23
CC(=O)Nc1ccc(NCN2C(=O)C3C4CCC(C4)C3C2=O)cc1 (stereo unspecified),-1%,-5%,-1%,-24%,1%,9%,3
O=C(NCC(c1ccco1)N1CCc2ccccc21)c1ccccc1F (stereo unspecified),?,?,/,-19%,-26%,-5%,-3
Cc1nc(NC(=O)CN2CCN(c3ccccc3F)CC2)sc1C(=O)N(C)C,-3%,14%,5%,7%,7%,3%,15
C[C@@H]1CCC2[C@](C)(CO)[C@@H](O)CC[C@]2(C)[C@@]12CCC(CO)(CCO)O2 (stereo partly specified),-5%,-8%,2%,2%,6%,2%,62
Cc1cc(Oc2ccc(-c3nnc(-c4ccccc4)o3)cc2[N+](=O)[O-])ccc1Cl,-3%,1%,1%,-16%,-4%,5%,12
COC(=O)/C(=C\C=C\c1ccccc1)NC(=O)c1ccccc1,-9%,11%,2%,-17%,-6%,-13%,?
Cn1c(SCC(=O)NCc2ccc(F)cc2)nc2c([nH]c3ccccc32)c1=O,5%,/,0%,-17%,/,/,101
COc1ccc(CNC(=O)Cn2cc3c(n2)CCCCC3)cc1,-4%,13%,2%,7.1µM*,2%,0%,-12
O=C1NC(=O)N(c2ccccc2)C(=O)/C1=C\c1ccc([N+](=O)[O-])s1,0%,-5%,-3%,-34%,-18%,?,21
COc1ccccc1C(=O)CC(=O)c1ccccc1,?,-2%,-4%,-27%,107%[activator],-2%,89
Cn1c(SCC(=O)Nc2ccc3c(c2)OCCO3)nnc1-c1ccncc1,-9%,2%,-3%,-1%,5%,-1%,1
O=C(NCc1ccc(F)cc1)c1cnn2ccccc12,-13%,?,8%,-12%,11%,-3%,17
Cc1ccc2cc(CCNC(=O)c3ccc4c(c3)OCO4)c(=O)[nH]c2c1,?,-13%,4%,-21%,-3%,-13%,-61*
CCOC(=O)c1ccc(-n2ccnc2)c(NC(=O)c2ccc(Cl)cc2)c1,-6%,-16%,-1%,-31%,12%,-12%,?
O=C(NCCN1CCOCC1)C(=O)NCC1OCCCN1S(=O)(=O)c1cc(F)ccc1F (stereo unspecified),-1%,13%,2%,-2%,1%,6%,18
Cc1cc(=O)n(CCc2ccccc2)c(O)c1C#N,-3%,-9%,-3%,2.5µM*,-13%,-11%,5
COc1ccc(Cc2nnc(Nc3ccc(Cl)cc3)[nH]c2=O)cc1,6%,16%,-5%,-46%,-2%,-2%,-28
Cc1cc2n(c(=O)c1C#N)CCCN2c1cccc(Cl)c1,-3%,4%,3%,-19%,-1%,2%,-7
Cc1cc(C)c2oc(C(=O)N(Cc3ccccc3)c3ccccn3)cc(=O)c2c1,-10%,-16%,7%,-5%,-4%,-1%,-18
Cc1ccnc(NC(=O)c2ccc(N3C(=O)CCC3=O)cc2)c1,-2%,-7%,-23%,3%,-16%,-2%,11
COc1cccc(CNC(=O)CSc2ncc(S(=O)(=O)c3ccc(Br)cc3)c(=O)[nH]2)c1,16%,/,/,/,/,-2%,-10
CCc1nn(CC(=O)Nc2c(C)cccc2C)c(=O)c2cc3sccc3n12,6%,/,/,/,/,-2%,-3
COc1ccccc1N1CCN(C(=O)CCc2nnc3ccc(N4CCC(C)CC4)nn23)CC1,3%,-11%,1%,190%[activator],-9%,-2%,?
N#Cc1ccc(S(=O)(=O)N2CCc3[nH]c4ccc(F)cc4c3C2)cc1,11%,-23%,1%,-33%,-13%,2%,-18
CC(=O)Nc1ccc(SC(Sc2ccc(NC(C)=O)cc2)c2ccccc2)cc1,/,4%,/,/,-10%,-10%,?
CC(C)C(=O)Nc1ccc(NC(=S)NC(=O)c2cc3ccccc3o2)cc1,-2%,1%,-1%,-16%,0%,-2%,-20
COc1cccc(/C=C/c2nc(C#N)c(N3CCN(C)CC3)o2)c1,26%,/,/,/,/,-3%,-3
COC[C@]12CN(C)C3C4[C@H](OC)[C@H]1C3([C@@H](OC)C[C@H]2O)[C@@H]1C[C@@]2(O)[C@H](OC(=O)c3ccccc3)[C@@H]1[C@]4(OC(C)=O)[C@@H](O)[C@@H]2OC,/,17%,/,/,0%,0%,/
CC(C)(C)S(=O)(=O)c1cnc(-c2ccc(Cl)cc2)nc1N,4%,-28%,2%,-17%,-3%,0%,69
Cc1ccc(SCC(=O)NCCSC(C)(C)C)cc1,7%,1%,3%,0%,2%,0%,-1
COc1cccc(OC)c1NC(=O)CN1CCN(C)CC1,3%,-4%,-7%,1%,-12%,-3%,49
O=C(COC(=O)c1c(F)cccc1Cl)NC(=O)Nc1ccc2c(c1)OCCO2,1%,-4%,/,-29%,1%,0%,-16
COc1ccc(OC)c(-c2cc(C(=O)NCc3ccco3)no2)c1,-23%,?,5%,-30%,?,-1%,97
O=C(NC1CCCCCCC1)c1c(O)c2ccccc2[nH]c1=O,-2%,?,7%,-18%,2%,-4%,25
Cc1ccc(NC(=O)N2CCOCC2)c(C)c1,4%,21%,-3%,-10%,-23%,-2%,23
O=C(CNC1CCCCC1)Nc1cc(S(=O)(=O)N2CCOCC2)ccc1Cl,-16%,-18%,1%,6%,14%,1%,?
Nc1cc(=O)[nH]c(SCC(=O)Nc2cc(S(=O)(=O)N3CCOCC3)ccc2Cl)n1,17%,3%,-13%,25%,39%[activator],8%,7
O=c1c2cn[nH]c2[nH]c(=S)n1-c1ccccc1F,-3%,/,-1%,2%,0%,?,3
COc1ccccc1CNC(=O)CSc1nn2c(=O)c(C(C)(C)C)nnc2s1,2%,-11%,-5%,-34%,77%[activator],1%,24
COc1ccc(NC(=S)N(Cc2ccc(N(C)C)cc2)Cc2ccco2)cc1,-11%,5%,1%,-26%,?,4%,-26
CC(C)c1nc2ccc(C(=O)NCCCN3CCN(c4ccccc4)CC3)cc2o1,15%,/,/,/,/,-3%,?
COc1cccc(-c2ccc3c(c2)N(Cc2ccc(F)cc2)C(=O)C(C)S3)c1 (stereo unspecified),/,/,/,/,-1%,4%,42
Cc1cc(/C=N/n2c(COc3ccccc3C)nc3ccccc3c2=O)c(O)c([N+](=O)[O-])c1,7%,?,-8%,-18%,?,-2%,-92*
CCc1ccccc1-n1c(SCC(=O)N2CCCC2)nc2[nH]ncc2c1=O,1%,3%,-2%[11.5 µM],-38%,3%,-4%,-39
COc1ccc(-c2nc(NC(=O)c3ccco3)sc2C)cc1,/,/,/,/,-9%,-6%,31
COc1ccc2sc(-c3ccc(N(C)C)cc3)c(C#Cc3cncn3C)c2c1,/,2.5µM*,/,13%,?,-1%,117

The list continues.
Compound,AmpC detergent,HCV inhibitor,LmPK inh,AmpC inh no detg,AMA1 RON2 block,Tb PYK inh,HCMV inh
COc1ccc(CCNC(=O)c2c(C)nn(-c3ccc(F)cc3)c2-n2cccc2)cc1OC,13%,/,/,/,/,-9%,-10
CCOC(=O)CSC(C)C(=O)Nc1nnc(C(C)C)s1 (stereo unspecified),-5%,7%,1%,-27%,2%,-5%,8
CC(C)(C)C(=O)CN1C2=NCCCN2c2ccccc21,-2%,0%,-2%,-6%,6%,2%,-27
O=C1C2CCCN2C(=O)N1CCCCN1CCN(CCO)CC1 (stereo unspecified),-10%,22%,-2%,-21%,3%,-3%,-27

Compound activity from PubChem.
